hcGAS lum = human cGAS inhibition | recombinant h-cGAS, ATP depletion, Kinase-Glo luminescence | AID 1259398 | 290,000 tested, 0.081% active | inhibition, % at 12.5 µM | Q8N884;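 further: 0% = vehicle reaction and 100% = reaction without DNA for no activity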
Target sequence (Q8N884 whole entry, looked up): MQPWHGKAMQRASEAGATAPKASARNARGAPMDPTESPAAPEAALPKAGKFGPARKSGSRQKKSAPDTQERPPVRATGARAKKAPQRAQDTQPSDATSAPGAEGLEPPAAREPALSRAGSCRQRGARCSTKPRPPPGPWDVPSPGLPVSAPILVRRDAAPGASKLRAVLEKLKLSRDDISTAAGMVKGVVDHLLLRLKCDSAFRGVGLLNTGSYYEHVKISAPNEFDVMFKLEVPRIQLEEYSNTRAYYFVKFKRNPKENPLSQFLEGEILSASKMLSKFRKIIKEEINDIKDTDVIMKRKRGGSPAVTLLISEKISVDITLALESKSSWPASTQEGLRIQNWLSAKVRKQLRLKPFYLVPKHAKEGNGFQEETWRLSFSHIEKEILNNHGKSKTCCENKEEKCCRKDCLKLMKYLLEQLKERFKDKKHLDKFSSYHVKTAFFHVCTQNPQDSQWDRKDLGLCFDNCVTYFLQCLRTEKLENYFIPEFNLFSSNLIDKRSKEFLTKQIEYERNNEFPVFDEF
NPYLR7 agonist = mosquito NPYLR7 agonism; HEK293T NPYLR7/Galpha15, GCaMP6s calcium fluorescence; activation, % at 10 µM; 270,000 tested, 0.15% active; in the data active means activation above about 40%;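 further: 0% = vehicle and 100% = reference agonist at the receptor; some compounds past the cut are filed as inactive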
mcGAS lum = mouse cGAS inhibition by luminescence; AID 1259399; 160,000 tested, 0.15% active; inhibition, % at 12.5 µM; recombinant cGAS, Kinase-Glo ATP depletion luminescence;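 further: 0% = negative control wells and 100% = reference inhibitor with no enzyme activity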
* hit, by the source's call; & = joins results of further samples. Unless noted, no stated cut-off is given here; in the data, active means inhibition above about 40%; inactive means the rest.

What do the screens show for `CCC(=O)Nc1ccc2c(c1)N(C(=O)Cc1cccc(OC)c1)CC2`?
hcGAS lum: -6&5; NPYLR7 agonist: -16&4; mcGAS lum: 2

What do the screens show for `CC(C)(C)C(C#N)NS(=O)(=O)c1ccccc1Cl` (configuration not stated)?
hcGAS lum: -6; NPYLR7 agonist: 4

How did O=C(c1ccc(Cl)c(F)c1)N1CCN(Cc2cccc(-c3noc(-c4cccc(C(F)(F)F)c4)n3)c2)CC1 do in these assays?
hcGAS lum: -3; NPYLR7 agonist: 27; mcGAS lum: -2

Results for CC1(C(=O)Nc2ccccc2F)CCN1C(=O)C1(c2ccc(Cl)cc2)CC1 (configuration not stated) ?
hcGAS lum: -4; NPYLR7 agonist: -4; mcGAS lum: -1

How did CCOc1ccc(-c2cc3c(=O)n(CC(=O)Nc4ccc5c(c4)OCO5)ccn3n2)cc1 do in these assays?
hcGAS lum: -2; NPYLR7 agonist: 12; mcGAS lum: -6

What do the screens show for `CCNC(=O)N(Cc1ccc(F)cc1)Cc1ccc(OS(=O)(=O)c2ccc(OC)cc2)cc1`?
hcGAS lum: -4; NPYLR7 agonist: 5; mcGAS lum: -9

Results for CCCCC(=O)NC1=NC(=O)C(C)(C)S1 ?
hcGAS lum: -5; NPYLR7 agonist: -1

How did Cc1nc2ccc(F)cc2n1C1CCN(C(=O)C2CCC(C)CC2)CC1 (configuration not stated) do in these assays?
hcGAS lum: -2; NPYLR7 agonist: 23; mcGAS lum: -2

What do the screens show for `CC(C)c1c(O)ccc2c1CCC1[C@@](C)(CO)CCC[C@]21C` (some centres not stated)?
hcGAS lum: -2; mcGAS lum: -2

What do the screens show for `O=S(=O)(C=C(O)c1c[nH]c2ccccc12)Cc1ccc(F)c(F)c1`?
hcGAS lum: -10; NPYLR7 agonist: 2; mcGAS lum: -12

Results for Cc1nc2ccc(C(=O)NCCN3CCOCC3)cn2c1N(C)C(=O)CCc1ccccc1 ?
hcGAS lum: -5; NPYLR7 agonist: 18; mcGAS lum: -3

Results for FC(F)(F)c1ccnc(NC2CC3CC2C2CCCC32)n1 (configuration not stated) ?
hcGAS lum: -5&-4; NPYLR7 agonist: -6&-3; mcGAS lum: -7

What do the screens show for `COCCN(CC(=O)N(CCc1c[nH]c2ccccc12)Cc1ccc(C(F)(F)F)cc1)C(=O)c1cccc(OC)c1`?
hcGAS lum: -10; NPYLR7 agonist: -2; mcGAS lum: -6

What do the screens show for `Cc1cc(N(C)C)nc(SCc2cccc(C(=O)NCc3ccncc3)c2)n1`?
hcGAS lum: -1; NPYLR7 agonist: 3; mcGAS lum: 1

Results for CN(C)c1cnn(CC(=O)NCC2(N(C)C)CCSC2)c(=O)c1 (configuration not stated) ?
hcGAS lum: -12; NPYLR7 agonist: 3

What do the screens show for `COCCN(C(=O)C(C)c1cc(C)oc1C)C1CCS(=O)(=O)C1` (configuration not stated)?
hcGAS lum: -3; NPYLR7 agonist: 9

Results for CC1CN(C(=O)CCCSc2nnc(-c3ccccc3)n2-c2cccc(C(F)(F)F)c2)CCN1C(=O)c1ccc(Cl)cc1 (configuration not stated) ?
hcGAS lum: -1; NPYLR7 agonist: 8; mcGAS lum: -4

Results for CCC(O)(CC)c1ccc(CN(Cc2cc(OC)cc(OC)c2)CC(C)C)o1 ?
hcGAS lum: -8; NPYLR7 agonist: 14; mcGAS lum: -5

What do the screens show for `O=C1Nc2ccccc2C1=NC1CCS(=O)(=O)C1` (configuration not stated)?
hcGAS lum: -4; NPYLR7 agonist: -3

How did CC1(C(=O)NCc2cccs2)CCN1S(=O)(=O)c1ccccc1 (configuration not stated) do in these assays?
hcGAS lum: -8; NPYLR7 agonist: 3

Random excerpt: 5 compounds from above
How did Cc1nc2ccc(F)cc2n1C1CCN(C(=O)C2CCC(C)CC2)CC1 (configuration not stated) do in these assays?
hcGAS lum: -2; NPYLR7 agonist: 23; mcGAS lum: -2

What do the screens show for `O=C1Nc2ccccc2C1=NC1CCS(=O)(=O)C1` (configuration not stated)?
hcGAS lum: -4; NPYLR7 agonist: -3

What do the screens show for `COCCN(C(=O)C(C)c1cc(C)oc1C)C1CCS(=O)(=O)C1` (configuration not stated)?
hcGAS lum: -3; NPYLR7 agonist: 9

Results for CC1CN(C(=O)CCCSc2nnc(-c3ccccc3)n2-c2cccc(C(F)(F)F)c2)CCN1C(=O)c1ccc(Cl)cc1 (configuration not stated) ?
hcGAS lum: -1; NPYLR7 agonist: 8; mcGAS lum: -4

What do the screens show for `CC(C)(C)C(C#N)NS(=O)(=O)c1ccccc1Cl` (configuration not stated)?
hcGAS lum: -6; NPYLR7 agonist: 4

The listing continues:
Results for Fc1cc(CN2CCN(Cc3ccccc3)CC2)c2ncccc2c1 ?
hcGAS lum: -11; NPYLR7 agonist: 3

What do the screens show for `CC(C)NC(=O)c1cnn2c1NC(c1ccco1)CC2C(F)(F)F` (configuration not stated)?
hcGAS lum: -2; NPYLR7 agonist: 28; mcGAS lum: -4

How did N#Cc1cnn2c(C(F)(F)F)c3c(nc12)CCCC3 do in these assays?
hcGAS lum: -8; NPYLR7 agonist: 3

Results for CCN1CCN(c2cc(C)nc3c(-c4ccccc4)c(C(F)(F)F)nn23)CC1 ?
hcGAS lum: -7; NPYLR7 agonist: 3; mcGAS lum: -7

Results for c1ccc(C2=Nc3nnnn3C(c3ccco3)C2)cc1 (configuration not stated) ?
hcGAS lum: -4; NPYLR7 agonist: 6

What do the screens show for `CCc1nc2ccc(C(=O)NCCCn3ccnc3)cn2c1N(C)Cc1ccc(OC)cc1`?
hcGAS lum: -4; NPYLR7 agonist: -12; mcGAS lum: -6

How did COc1ccc2[nH]cc(C3CCN(C(=O)c4cccnc4Sc4ccc(Cl)cc4)CC3)c2c1 do in these assays?
hcGAS lum: -5; NPYLR7 agonist: 14; mcGAS lum: -5

Results for Cc1ccc2nc(NCC(c3cccnc3)N3CCOCC3)cc(C)c2c1 (configuration not stated) ?
hcGAS lum: -7; NPYLR7 agonist: 3

What do the screens show for `c1ccc(C2=NNC(c3nc4ccccc4[nH]3)C2)cc1` (configuration not stated)?
hcGAS lum: 3; NPYLR7 agonist: -2; mcGAS lum: -4

Results for CC1CN(S(=O)(=O)c2ccc(C(=O)Nc3nc4cc5c(cc4s3)OCO5)cc2)CC(C)O1 (configuration not stated) ?
hcGAS lum: -6; NPYLR7 agonist: 2; mcGAS lum: -9

What do the screens show for `CCCn1nc(C)c(CN2CC3(CCOC3)CCC2=O)c1C` (configuration not stated)?
hcGAS lum: -10; mcGAS lum: -6

How did CCN(CC)C(=O)CSc1nc2scc(-c3ccco3)c2c(=O)n1CC do in these assays?
hcGAS lum: -5; NPYLR7 agonist: 3; mcGAS lum: -7

How did Cc1ccc(C(NC(=O)C2CCN(CC(C)C)CC2)c2ccccn2)cc1 (configuration not stated) do in these assays?
hcGAS lum: -4; NPYLR7 agonist: 6; mcGAS lum: -3

How did Cc1ccc(C(=O)CSc2nnc(NC(=O)c3ccc(F)cc3)s2)c(C)c1 do in these assays?
hcGAS lum: -5; NPYLR7 agonist: 28; mcGAS lum: -5

What do the screens show for `CCC1c2ccsc2CCN1C(=O)CCN1C(=O)C(=O)c2ccc(F)cc21` (configuration not stated)?
hcGAS lum: -5; NPYLR7 agonist: 1; mcGAS lum: -3

How did O=C1OC(c2ccc(Cl)cc2Cl)=N/C1=C\c1cn(-c2ccccc2)nc1-c1ccccc1 do in these assays?
hcGAS lum: -3; NPYLR7 agonist: -8

How did CSCCCNC(=O)C1CCC(=O)N(CCN2CCOCC2)C1 (configuration not stated) do in these assays?
hcGAS lum: 0&-9; NPYLR7 agonist: 6&18; mcGAS lum: -14

How did CCN1CCN(CC(=O)N2N=C(c3ccc(OC)cc3)CC2c2cccc(F)c2)CC1 (configuration not stated) do in these assays?
hcGAS lum: -4; NPYLR7 agonist: -3; mcGAS lum: -5

Results for Cc1ccc(-c2nn(CC(=O)Nc3cccc(F)c3)c(=O)c3nc(C)sc23)c(C)c1 ?
hcGAS lum: 1; NPYLR7 agonist: 0; mcGAS lum: -8

Results for CC(C)(C)OC(=O)N1CCCC(C(=O)NNC(=O)c2cc3c(s2)CCC3)C1 (configuration not stated) ?
hcGAS lum: -8; NPYLR7 agonist: 7

Five compounds out of the list, sorted by length of the SMILES, smallest number first.
How did N#Cc1cnn2c(C(F)(F)F)c3c(nc12)CCCC3 do in these assays?
hcGAS lum: -8; NPYLR7 agonist: 3

What do the screens show for `c1ccc(C2=NNC(c3nc4ccccc4[nH]3)C2)cc1` (configuration not stated)?
hcGAS lum: 3; NPYLR7 agonist: -2; mcGAS lum: -4

Results for Cc1ccc2nc(NCC(c3cccnc3)N3CCOCC3)cc(C)c2c1 (configuration not stated) ?
hcGAS lum: -7; NPYLR7 agonist: 3

How did Cc1ccc(C(=O)CSc2nnc(NC(=O)c3ccc(F)cc3)s2)c(C)c1 do in these assays?
hcGAS lum: -5; NPYLR7 agonist: 28; mcGAS lum: -5

How did COc1ccc2[nH]cc(C3CCN(C(=O)c4cccnc4Sc4ccc(Cl)cc4)CC3)c2c1 do in these assays?
hcGAS lum: -5; NPYLR7 agonist: 14; mcGAS lum: -5

The list continues:
Results for Cc1ccc(F)cc1NC(=O)CSc1nn(C)c(=NCc2ccccc2)s1 ?
hcGAS lum: -8; NPYLR7 agonist: -4

Results for CC1(C(=O)NS(=O)(=O)c2ccccc2C(F)(F)F)CCN1C(=O)Cc1ccsc1 (configuration not stated) ?
hcGAS lum: -6; NPYLR7 agonist: -1

What do the screens show for `CC(C)Oc1c(NCCN(C)C)c(=O)c1=O`?
hcGAS lum: -6; NPYLR7 agonist: -4

Results for CC(C)N1CCN(c2ccc(OC[C@H]3CO[C@](Cn4cncn4)(c4ccc(Cl)cc4Cl)O3)cc2)CC1 ?
hcGAS lum: -6; NPYLR7 agonist: -4

What do the screens show for `S=c1[nH]nc(-c2ccc(Cl)cc2)n1CC1CCCO1` (configuration not stated)?
hcGAS lum: -7; NPYLR7 agonist: -2

How did CC(=O)[C@@]1(O)CCC2C3C[C@H](C)C4=CC(=O)C=CC4(C)[C@@]3(F)[C@@H](O)C[C@@]21C (some centres not stated) do in these assays?
hcGAS lum: 4; NPYLR7 agonist: 13

How did O=S(=O)(N1CCCC1)N1CCC2(CCCN(Cc3ccc(F)cc3)C2)C1 (configuration not stated) do in these assays?
hcGAS lum: -1; NPYLR7 agonist: 3

How did CCOC(=O)c1cnc(-c2cccc(C(F)(F)F)c2)nc1N1CCC1 do in these assays?
hcGAS lum: -6; NPYLR7 agonist: -2; mcGAS lum: -7

How did Cc1nc(NC(=O)C23CCC(C)(C(=O)C2)C3(C)C)sc1C (configuration not stated) do in these assays?
hcGAS lum: -4; NPYLR7 agonist: -4

How did CCOC(=O)C1=C(C)N=c2s/c(=C\c3c(OC)ccc4ccccc34)c(=O)n2C1c1ccccc1 (configuration not stated) do in these assays?
hcGAS lum: -3; NPYLR7 agonist: 7; mcGAS lum: -4

Results for Cc1[nH]n(-c2nc(-c3ccccc3)cs2)c(=O)c1N=Nc1ccccc1C(=O)O ?
hcGAS lum: -4; NPYLR7 agonist: -10; mcGAS lum: -7

Results for Cc1nc(-c2c[nH]c(C(=O)N(C)C3CCC(C)CC3)c2)cs1 (configuration not stated) ?
hcGAS lum: -7; NPYLR7 agonist: 9; mcGAS lum: -6

How did CCOC(=O)c1c(CN2CCC(C)CC2)n(-c2ccccc2)c2cc(Br)c(OC)cc12 do in these assays?
hcGAS lum: -6; NPYLR7 agonist: -7; mcGAS lum: -3

How did CCn1c(CN2CCCCCC2=O)n[nH]c1=S do in these assays?
hcGAS lum: 4; NPYLR7 agonist: 3

How did COc1ccc(C(O)(c2ccc(OC)cc2)c2ccc(CN(Cc3ccco3)CC3CCCO3)o2)cc1 (configuration not stated) do in these assays?
hcGAS lum: -4; NPYLR7 agonist: 3; mcGAS lum: -3

How did CCOC(=O)[C@@H](CCc1ccccc1)N[C@@H](C)C(=O)N1CCC[C@H]1C(=O)O do in these assays?
hcGAS lum: -5; NPYLR7 agonist: 9

Results for COC(=O)c1ccc(NC(=O)N2CC(=O)N3CCc4cc(OC)c(OC)cc4C3C2)cc1 (configuration not stated) ?
hcGAS lum: -11; NPYLR7 agonist: 32; mcGAS lum: -5

What do the screens show for `CCCCC(CC)C(=O)N1CCc2cc(OC)c(OC)cc2C1c1ccccc1Cl` (configuration not stated)?
hcGAS lum: -4; NPYLR7 agonist: 9; mcGAS lum: -6

What do the screens show for `Cc1nnc(S(=O)(=O)CCc2ccccc2)n1C1CCCCC1`?
hcGAS lum: -2; NPYLR7 agonist: -2

What do the screens show for `O=S(=O)(c1ccc2oc(=S)[nH]c2c1)N1CCCCC1`?
hcGAS lum: -8; NPYLR7 agonist: -2

What do the screens show for `CN1CCN(C(=O)[C@@H]2C[C@H](C(=O)O)CN(Cc3ccccc3)C2)CC1`?
hcGAS lum: -7; NPYLR7 agonist: 11

What do the screens show for `Cc1ccc(-c2ccc(=O)n(CC#N)n2)cc1C`?
hcGAS lum: -8; NPYLR7 agonist: 12

How did NC(=O)c1ccccc1-n1cc(-c2cccc(C(=O)O)c2)cn1 do in these assays?
hcGAS lum: -5; NPYLR7 agonist: 11; mcGAS lum: -11

Results for Cc1nc(S(=O)(=O)N2CC(c3cccnc3)C2)cn1C ?
hcGAS lum: -11; NPYLR7 agonist: 0

Screens: PubChem BioAssay, Fisher Drug Discovery Resource Center
